Screening results from PubChem.
CFTR F508del cor = CFTR F508del correction in bronchial cells | CFBE cells, YFP halide quenching; stimulated with forskolin plus potentiator P3; % fluorescence drop versus neutral controls | activity (quench increase), % at 7.58 µM | 350,000 tested, 0.36% active;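 active means mean added fluorescence quench of at least 8% versus neutral control, with both replicates also reaching 8%; inconclusive means only one of the mean or replicate conditions met; inactive means mean below 8% and not both replicates reaching 8%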;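 further: cells transiently co-express mutant CFTR-F508del with the halide-sensitive YFP; corrector assay measuring rescue of mutant channel to the surface after 24 h compound exposure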
XiGFP reactiv = activators of X-chromosome reactivation in mouse fibroblasts. XiGFP mouse fibroblasts, % GFP-positive cells imaging, 3 d; cells co-treated with 5-aza-dC sensitizer; scaled so ellipticine positive control = 100%. activation, % at 7.58 µM. 360,000 tested, 0.055% active;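 active means mean normalized replicate activation at least 10% and every replicate at or above 10%; inconclusive means only one of the two criteria met; inactive means mean below 10% and not all replicates reach 10%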;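 further: 0% = median of on-plate neutral control wells and 100% = ellipticine 6 µM median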
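material = 68-5-11 XiGFP fibroblast line | medium = DMEM plus 5-aza-dC sensitizer | schedule = 3 days compound exposure | benchmarks = positive control ellipticine, 6 µM final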
E-sel inducer = induces E-selectin expression in human endothelial cells; P16581; HUVEC E-selectin immunofluorescence imaging; normalized: neutral wells 0, TNF-alpha wells 100; activation, % at 7.58 µM; 260,000 tested, 0.37% active;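 active means mean E-selectin-positive cell signal at least 10% of the positive control, reached in at least 60% of replicates, without over 20% cell loss; inconclusive means no rule given, readout overlaps actives, possibly toxicity-flagged; inactive means the rest, including those meeting only one limit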;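 further: in these data hits start at about 27%; measured in HUVEC primary endothelial cells; signal is the percent of cells scored E-selectin positive by PE staining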
Target sequence (P16581 whole entry, looked up): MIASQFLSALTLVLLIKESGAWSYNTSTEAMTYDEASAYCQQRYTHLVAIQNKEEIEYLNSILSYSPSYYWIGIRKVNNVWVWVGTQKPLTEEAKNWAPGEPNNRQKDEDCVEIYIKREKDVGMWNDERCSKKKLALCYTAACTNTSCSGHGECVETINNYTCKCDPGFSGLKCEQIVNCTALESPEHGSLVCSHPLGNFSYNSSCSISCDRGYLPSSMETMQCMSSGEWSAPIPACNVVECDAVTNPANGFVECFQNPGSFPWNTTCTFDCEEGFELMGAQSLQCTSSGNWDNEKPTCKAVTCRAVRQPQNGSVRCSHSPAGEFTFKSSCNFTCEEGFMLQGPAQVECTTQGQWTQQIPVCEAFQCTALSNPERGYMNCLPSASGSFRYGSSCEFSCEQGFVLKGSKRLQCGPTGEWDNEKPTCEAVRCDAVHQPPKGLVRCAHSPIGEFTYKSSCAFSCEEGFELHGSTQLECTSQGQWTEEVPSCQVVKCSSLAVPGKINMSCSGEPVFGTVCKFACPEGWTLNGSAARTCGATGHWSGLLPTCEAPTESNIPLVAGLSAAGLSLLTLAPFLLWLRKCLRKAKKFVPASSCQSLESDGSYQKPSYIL
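Assay system: HUVEC, human umbilical vein endothelial cells / Amount: 3,000 HUVEC/well / Controls: TNF-alpha positive control, DMSO neutral control / Compound dosing: single concentration / Medium: EGM-2 over gelatin coat / Evaluation: percent E-selectin-positive cells / Signal: immunofluorescence imaging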
CASP6 VEID inh = inhibitors of human caspase-6. AID 686996. purified caspase-6, Z-VEID-R110 cleavage fluorescence. 350,000 tested, 0.53% active. inhibition, % at 12.5 µM. P55212;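 active means mean inhibition across replicates at least about 35%, with every replicate also reaching that limit, limit read from the data; inconclusive means only one of the two criteria met; inactive means neither criterion met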;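 further: 0% = median of neutral control wells and 100% = no fluorescence left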
DENV2 CPE rescue = DENV2-induced cell death inhibition. DENV2-infected cells, cytopathic effect rescue, plate reader. CPE inhibition, % at 9.99 µM. 350,000 tested, 1.7% active; in the data active means CPE inhibition above about 20%, passing the limit was not always enough; inconclusive means no clear call, values can overlap the other calls; tested in BHK-21 cells;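 further: 0% = median of neutral control wells and 100% = median of positive control wells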
RAD52 anneal inh = inhibitors of human RAD52 DNA annealing; 360,000 tested, 0.46% active; inhibition, % at 18.7 µM; recombinant RAD52 DNA annealing, FRET fluorescence; P43351;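 active means every replicate showing at least 50% inhibition; inconclusive means mean inhibition at least 50% but not in every replicate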
Target sequence (P43351 whole entry, looked up): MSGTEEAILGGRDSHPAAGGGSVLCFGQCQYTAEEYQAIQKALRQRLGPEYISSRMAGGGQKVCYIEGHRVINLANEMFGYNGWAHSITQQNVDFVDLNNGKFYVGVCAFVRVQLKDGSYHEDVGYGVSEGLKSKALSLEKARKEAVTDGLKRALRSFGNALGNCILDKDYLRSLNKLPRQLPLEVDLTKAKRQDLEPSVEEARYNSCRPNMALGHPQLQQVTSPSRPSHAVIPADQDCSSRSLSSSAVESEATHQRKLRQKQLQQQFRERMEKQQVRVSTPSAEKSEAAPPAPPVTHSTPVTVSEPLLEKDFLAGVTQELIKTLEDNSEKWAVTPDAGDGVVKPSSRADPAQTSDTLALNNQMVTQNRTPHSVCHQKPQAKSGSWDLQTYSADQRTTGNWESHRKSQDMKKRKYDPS
INS-1E GSIS act = GLuc luminescence reporter in INS-1E cells, primary screen for activators of glucose-dependent secretion of insulin | 370,000 tested, 0.61% active | INS-1E GLuc reporter insulin secretion, 2-3 h | activation, % at 16.6 µM | AID 743287;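 active means lowest replicate activation of at least 40%, so every replicate reaches that level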;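 further: 0% = median of neutral control wells and 100% = median of IBMX positive control wells; some compounds called inactive have numbers as strong as hits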
RAD54 inh = RAD54 (human) branch migration inhibition; RAD54 Holliday junction branch migration, FAM/BHQ fluorescence; inhibition, % at 10.4 µM; Q92698; 360,000 tested, 0.14% active;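 active means mean normalized replicate activity at least 40 and at least half of replicates scoring 40 or more; inconclusive means only one of the two criteria met; inactive means mean below 40 and under half of replicates reaching 40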;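 further: 0% = median of neutral control wells and 100% = median of positive control wells; inhibitors cause a drop in the FAM fluorescence signal; in these data hits start at about 50%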
Numbers without * were called inactive; i = inactive; ? = inconclusive; nt = not tested or not shown; & = joins results of further samples. The order is random; 3.7% or so of the library scored in one or more.

SMILES	CFTR F508del cor	XiGFP reactiv	E-sel inducer	CASP6 VEID inh	DENV2 CPE rescue	RAD52 anneal inh	INS-1E GSIS act	RAD54 inh
C[C@@H]1CCCCO[C@H](CN(C)S(C)(=O)=O)[C@@H](C)CN([C@@H](C)CO)C(=O)c2cc(NC(=O)Nc3ccc(C(F)(F)F)cc3)ccc2O1	3.6	-1.2	-0.3	-2	3	2	-10	0
CC(C)(C)NC(=O)C(=O)NNC(=O)COc1ccccc1	nt	0.1	-1.7	-2	-2	-22	-3	nt
O=C1N(CCS(=O)(=O)c2ccccc2)c2ccccc2[C@@H]2OC(c3ccc(OCCCO)cc3)=N[C@]12CCS(=O)(=O)c1ccccc1	-1.6	nt	nt	1	-1	-17	nt	-1
CC1CCN(Cc2c(C(=O)N/N=C/c3cc(Br)ccc3O)nnn2-c2nonc2N)CC1	?	0.4	nt	-3	0	2	1	-1
CC(=O)c1cccc(NC(=O)c2ccc3c(Cl)c4c(nc3c2)CCCC4)c1	2.0	0.0	nt	4	-3	-18	nt	nt
COc1cccc(-n2c(SCC(=O)O)nnc2-c2cccnc2)c1	0.3	nt	nt	2	-2	-32	0	2
CCNc1nc(NC(C)CC)nc(Oc2ccc(OCC)nn2)n1 (centres undefined)	0.1	0.0	0.2	nt	2	-8	13	4
CNC[C@@H]1Oc2ncc(/C=C/c3ccccc3)cc2C(=O)N([C@@H](C)CO)C[C@@H]1C	0.2	0.0	-0.1	1	2	15	-4	-20
N#C[C@@H]1[C@@H](c2ccc(-c3cccnc3)cc2)[C@H](CO)N1C(=O)C1CC1	-3.0	0.1	-0.3	-1	11	-7	6	-5
CC(=O)c1sc(Nc2cccc(C)c2)nc1C	-0.6	0.3	1.5	1	6	0	-18	nt
CCN(CC)C(=O)c1oc2ccc(S(=O)(=O)N3CCCCCC3)cc2c1C	-0.6	nt	nt	1	-1	-1	-20	-1
Nc1ncc2c(n1)CCN(c1ccc([N+](=O)[O-])cc1)C2	7.0	0.0	nt	7	-2	1	9	2
N#Cc1cc([N+](=O)[O-])ccc1NCCN1CCOCC1	nt	0.2	nt	1	9	-6	0	nt
CCN(CC)C(=O)COC(=O)C1CCN(S(=O)(=O)c2ccc3c(c2)OCCO3)CC1	3.4	0.3	-0.9	2	0	-27	8	-5
Nc1c(C(=O)Nc2ccccc2F)sc2nc(Cc3ccccc3)cc(C(F)(F)F)c12	-10	nt	nt	-3	0	i	-18	-141
CN1C2C=CC(=O)C1C1C(=O)N(c3ccccc3)C(=O)C12 (centres undefined)	-2.9	0.0	-0.3	10	-6	-12	-14	3
CO[C@@H]1CN(C)C(=O)c2cc(NS(=O)(=O)c3cccc(F)c3)ccc2OC[C@@H](C)NC[C@@H]1C	0.2	0.2	-0.1	nt	-2	-9	-5	5
COc1cc(/C=C/C(=O)OCC(=O)Nc2nnc(-c3ccccc3)o2)cc(OC)c1OC	-0.6	0.0	0.1	2	?	-12	-3	-1
Cc1ccc(N(C(=O)c2csnn2)C(C(=O)NCc2ccccc2)c2ccccn2)cc1 (centres undefined)	1.3	0.0	-0.1	-3	-6	-2	2	-2
O=C(c1cnccn1)N1CC(=O)N2[C@H](C1)[C@H](c1ccc(-c3cccc(F)c3)cc1)[C@@H]2CO	1.5	0.0	0.1	2	-8	-2	-14	nt
O=C(COC(=O)c1ccc(S(=O)(=O)Nc2ccccc2)cc1)NC1CCCC1	0.1	0.3	nt	1	-6	-1	-8	-3
CCCn1c(C(C)C)n[nH]c1=S	0.1	0.0	nt	2	9	-1	3	nt
CCOC(=O)C(C)(C)Oc1cccc2c1S(=O)(=O)c1ccccc1-2	-1.5	0.1	0.1	6	0	-18	19	-6
Cc1nc2ccccc2c(=O)n1NC(=O)c1ccccc1F	0.4	0.1	nt	1	-5	-6	0	7
COc1cccc(C(C2=C(O)CC(C)(C)CC2=O)C2C(=O)CC(C)(C)CC2=O)c1 (centres undefined)	nt	0.1	-0.1	0	0	-12	-9	-1
CCOC(=O)c1cnc2c(C)c(Cl)ccc2c1N1CCOCC1	-2.0	0.1	-0.1	-2	-3	-9	3	-3
O=C(CCn1nnc2ccccc21)OCC(=O)c1ccc([N+](=O)[O-])cc1	-0.1	0.5	nt	-2	-1	-16	14	-2
CC(C)(O)C#Cc1ccc([C@H]2[C@@H](CO)N3CCCCN(C(=O)c4cccnc4)C[C@@H]23)cc1	0.1	0.0	0.0	-1	0	-12	2	12
CS(=O)(=O)N(CC(=O)Nc1ccc(S(=O)(=O)N2CCOCC2)cc1)c1ccccc1Cl	-3.1	-0.1	nt	1	-3	-7	-30	-4
CCCNC(=O)N(C)C[C@@H]1Oc2ncc(C#CCC(C)C)cc2C(=O)N([C@H](C)CO)C[C@H]1C	0.9	0.0	-0.4	1	2	7	15	-1
COc1ccc(NC(=S)N2CCN(c3ccccn3)CC2)cc1	-1.8	0.3	nt	-1	-7	-6	7	nt
O=C(CN(C(=O)CCC(=O)Nc1ccccn1)c1ccc(F)cc1)NCc1ccc(F)cc1	-1.3	0.0	-0.1	0	-1	-8	7	-6
Nc1nc2c(ncn2[C@@H]2O[C@H](C(=O)N[C@H](Cc3ccccc3)C(=O)NCc3ccccc3)[C@@H](O)[C@H]2O)c(=O)[nH]1	-1.8	0.5	0.1	4	-2	-4	nt	nt
COc1ccc(-c2cc(C(=O)N3CCCCCC3)no2)cc1	1.5	-0.1	nt	-1	0	-2	-5	5
C[C@H](CO)N1C[C@H](C)[C@H](CN(C)CC2CC2)Oc2ccc(NC(=O)CCCCCC(=O)Nc3ccccc3N)cc2C1=O	-0.4	nt	nt	0	-1	-5	nt	-2
CC(C)NC(=O)N1CCCCN2[C@H](CO)[C@@H](c3ccc(Br)cc3)[C@@H]2C1	4.6	0.1	-0.3	2	2	-5	-5	6
Cc1ccccc1N(Cc1cc(=O)[nH]c2ccccc12)C(=O)C(C)C	-0.7	0.1	0.3	2	3	-13	-2	-2
O=c1c2ccccc2cnn1Cc1n[nH]c(=S)n1-c1ccccc1	nt	0.6	0.8	2	14	-5	22	0
NCC[C@H]1CC[C@@H](NC(=O)CCN2CCCCC2)[C@H](CO)O1	-0.4	0.2	0.2	-2	2	6	-2	-7
O=c1c(-c2ccccc2Cl)coc2c(CN3CCCCC3)c(O)ccc12	-0.9	0.0	0.0	-4	5	-22	-6	1
C=CCn1c(SCC(=O)Nc2ccccc2-c2ccccc2)nc2cc(C(=O)O)ccc2c1=O	-2.7	0.0	nt	2	-7	-10	nt	nt
O=C(CSc1ccccc1)Nc1ccc2sccc2c1	0.6	0.9	nt	-1	-12	-4	6	9
O=C(c1cccc(F)c1)N1CCCCN2[C@@H](CO)[C@H](c3ccc(C#CC4(O)CCCC4)cc3)[C@@H]2C1	-4.0	0.0	0.0	-1	1	-6	-3	1
COc1ccc(-c2nnc(SCC(=O)NC3CCCC3)n2C)cc1	-1.3	0.3	0.2	0	-7	0	2	24
COc1ccccc1C(=O)Nc1ccc(Nc2ccccc2)cc1	2.6	0.1	nt	-4	2	-7	nt	-3
Cc1ccc(C(=O)NCCCn2ccnc2)cc1C	-1.2	-0.1	4.6	-9	0	-20	nt	-7
C[C@H]1CN([C@@H](C)CO)C(=O)c2cc(NC(=O)Nc3ccc(F)cc3)ccc2O[C@@H]1CN(C)Cc1ccc2c(c1)OCO2	5.1	-1.1	-2.2	-2	-6	6	0	-4
COc1ccccc1C(=O)NCCC(=O)Nc1ccc(S(=O)(=O)N2C(C)CCCC2C)cc1 (centres undefined)	6.2	0.2	-0.1	0	4	-17	-10	-1
Cc1ccc(NC(=O)Nn2cnnc2)cc1Cl	-0.9	0.0	0.4	-1	1	-6	20	-8
Cc1ccccc1NC(=O)CSc1nnc(Cc2cccn2C)n1-c1ccc(F)cc1	3.4	0.3	nt	-2	6	-13	-12	-11
New compounds follow
SMILES	CFTR F508del cor	XiGFP reactiv	E-sel inducer	CASP6 VEID inh	DENV2 CPE rescue	RAD52 anneal inh	INS-1E GSIS act	RAD54 inh
COc1ccc(CCNC(=O)c2ccc(CS(=O)Cc3ccc(C)cc3)o2)cc1OC (centres undefined)	2.0	0.2	-0.1	-3	12	-8	5	4
COc1cc(/C=N/Nc2nc(C)cc(=O)[nH]2)cc(OC)c1O	0.9	0.0	nt	4	-2	0	7	-19
C[C@H]1CN([C@@H](C)CO)C(=O)c2cc(NS(C)(=O)=O)ccc2O[C@@H]1CN(C)Cc1ccccc1	-1.1	0.1	-0.4	0	3	-1	1	-13
Cc1noc(C)c1-c1ccc(C(=O)NCc2cccs2)c2occc12	-3.3	0.4	nt	1	-2	12	-25	-4
COc1cc(NC(=O)C2CC2)c(OC)cc1NC(=O)c1ccco1	1.0	0.4	-0.1	-1	1	2	25	-5
COc1cccc(C(=O)Nc2ccc3c(c2)C(=O)N(C)C[C@@H](OC)[C@H](C)CN(C(=O)C2CCC2)[C@H](C)CO3)c1	0.1	0.1	-0.1	2	-2	13	-13	-7
COc1ccc(N2CCN(C(=O)CCC(=O)N3CC(C)Oc4ccc(C)cc43)CC2)cc1 (centres undefined)	-3.0	0.0	nt	-1	-2	-2	nt	6
O=C(O)c1ccc(-c2noc(-c3ccccc3C(F)(F)F)n2)cc1	1.4	0.1	0.1	-2	-2	-16	0	4
Cc1nnc(SCC(=O)Nc2ccc(N(C)C)cc2)n(N)c1=O	-2.4	-0.1	-0.1	-3	8	4	-15	3
Cc1nc(NC(=O)CC(C)C)sc1-c1csc(Nc2ccc(Cl)cc2Cl)n1	2.2	0.0	nt	0	-8	-9	-2	2
O=[N+]([O-])c1ccc(Cl)cc1NCCCN1CCOCC1	-0.5	0.3	1.0	3	2	-2	0	nt
Cc1csc(=O)n1CCC(=O)OCC(=O)c1c(N)n(C)c(=O)n(C)c1=O	0.8	-0.1	-0.1	1	-11	-1	9	-9
C[C@@H]1CN([C@@H](C)CO)C(=O)c2ccccc2-c2ccccc2CO[C@@H]1CN(C)S(=O)(=O)CC(F)(F)F	-1.5	0.1	-3.3	3	2	-12	-15	-5
O=C(O)/C=C/c1cn(-c2ccccc2)nc1-c1cc2ccccc2o1	-1.4	0.0	7.0	5	0	-23	-30	nt
Fc1cccc(Cc2c(-c3ccco3)nc3c(Cl)cc(C(F)(F)F)cn23)c1	2.8	0.3	-0.2	12	-1	-24	-19	3
C[C@H](CO)N1C[C@H](C)[C@@H](CN(C)S(C)(=O)=O)Oc2ccc(NC(=O)NC3CCCCC3)cc2C1=O	-0.9&3.9	-0.1&0.3	0.0&-0.1	-2&2	4	-3&9	-3&22	-8&-10
COc1cccc(C(O)c2ncc(-c3ccccc3Cl)[nH]2)c1 (centres undefined)	-1.3	0.0	0.1	2	-11	2	-7	9
CCC(=O)N1CC[C@H]2[C@@H]1c1cc(-c3ccc(C#N)cc3)ccc1N(C)[C@H]2CO	-1.0	0.0	0.0	nt	nt	nt	13	8
CCCN(C)C[C@H]1OCCCC[C@H](C)Oc2ccc(NS(=O)(=O)c3cccs3)cc2C(=O)N([C@H](C)CO)C[C@H]1C	-1.6	-0.8	-0.2	-2	1	24	-5	5
